# Salmonella PhoP GFP – inhibitors of PhoP regulon expression, primary screen, Salmonella Typhimurium, GFP reporter (AID 1863) | S. Typhimurium PhoP-regulated promoter GFP reporter, 4 h; higher % means a stronger effect | inhibition, % at 50 µM; hits with a dose series show IC50 in µM | 0.16% of 300,000 active;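 active = inhibition over 29.93%, a cutoff 3 SD above the screen mean, later confirmed by dose response; inconclusive = inhibition over 29.93% but no dose response follow-up; inactive = inhibition at most 29.93% or unconfirmed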;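 also: 0% = low Mg2+ inducing control and 100% = high Mg2+ repressing control; strong numbers were not always called active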
# GPR55 activation – GPR55 agonists via beta-arrestin recruitment, primary screen, imaging, U2OS cells, beta-arrestin-GFP redistribution (AID 1961); 0.048% of 290,000 active; U2OS GPR55 beta-arrestin-GFP redistribution imaging; higher % means a stronger effect; one-dose activation, % at 10 µM; EC50 in µM for titrated hits;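 active = activation above 40% with more than 50 cells counted in the well; inconclusive = wells holding fewer than 50 cells, flagged as toxic or sparse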;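 also: U2OS osteosarcoma cells stably expressing GPR55 and beta-arrestin-GFP; plate controls were DMSO negative control for no effect and LPI positive control for full effect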
# GPR35 arrestin U2OS – GPR35 antagonists blocking zaprinast-driven arrestin recruitment, primary screen, imaging, U2OS, beta-arrestin-GFP, zaprinast agonist (AID 2058). U2OS GPR35 beta-arrestin-GFP translocation imaging, zaprinast antagonism; higher % means a stronger effect. inhibition, % at 10 µM; hits with a dose series show IC50 in µM. 0.052% of 290,000 active;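 active = inhibition of at least 50% with at least 30 cells and total cytoplasm GFP at most 10,000,000; inconclusive = under 30 cells or total GFP of 10,000,000 plus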
# GPR55 antagonists – inhibition of LPI-stimulated GPR55 beta-arrestin translocation – imaging, U2OS, beta-arrestin-GFP, LPI agonist, primary screen (AID 2013); U2OS GPR55 beta-arrestin-GFP translocation imaging, LPI antagonism; higher % means a stronger effect; inhibition, % at 10 µM; hits with a dose series show IC50 in µM; 0.13% of 290,000 active;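 active = spots per cell inhibited over 60%, with over 100 cells counted and total cytoplasm intensity under 500,000; inconclusive = wells with under 100 cells, flagged as likely toxic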;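 also: U2OS cells stably carrying GPR55 and arrestin-GFP stimulated by 5 µM LPI near EC80; imaged beta-arrestin-GFP aggregate spots per cell after agonist stimulation; plate controls were LPI-stimulated DMSO wells for no effect and DMSO wells without LPI for full effect; some results filed as inactive read as strong as hits; confirmed hits need IC50 under 10 µM and bright autofluorescent wells are also inconclusive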
# KOR beta-arrestin-1 – KOR antagonists, beta-arrestin recruitment, cell-based, luminescence, uHTS (AID 1778) | KOR beta-arrestin recruitment, luminescence, antagonist mode; higher % means a stronger effect | one-dose inhibition, % at 10 µM; IC50 in µM for titrated hits | 0.091% of 290,000 active; in the data active = inhibition above about 50%; also: strong numbers were not always called active
# KOR beta-arrestin-2 – kappa opioid receptor activators – cell-based, luminescence, uHTS, primary screen (AID 1777). activation, % at 10 µM; hits with a dose series show EC50 in µM. KOR beta-arrestin recruitment, luminescence; higher % means a stronger effect. 0.02% of 280,000 active; in the data active = activation above about 50%, passing the limit was not always enough; also: a part of the inactive calls stands beside numbers as strong as those of hits
# West Nile virus CPE – inhibition of WNV-induced cytopathic effect – cell-based, CPE readout (AID 1621); CPE inhibition, % at 10 µM, or IC50 in µM where a hit was titrated; 0.02% of 290,000 active; West Nile virus-infected cells, CPE inhibition; higher % means a stronger effect; in the data active = a potency from the dose series; inconclusive = CPE inhibition mostly from about 3.7% at the one dose, without a potency; inactive = the rest, 99 in 100 with CPE inhibition below about 2.2%; also: strong numbers were not always called active
# T cell modulator – T cell immune modulation candidate. 2C CD8+ T cell-vesicle binding, flow cytometry; hits give low values. calls only at 7 µM. 0.068% of 330,000 active. AID 2052;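 active = response, share of CD8 T cells binding vesicles, and their 90th percentile fluorescence all below set limits, cut at about 80% in these data, passing the limit was not always enough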
#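 Read-out – percent CD8+ FL2 mean versus row control · System – murine 2C transgenic CD8+ T lymphocytes · Times – 1.5 h cell–vesicle binding at 37 °C, then 20 min icy labelling · Control set – naked vesicles low, QL9 vesicles with vehicle high · Detection – cytometric PE anti-B7-1 and Alexa647 anti-CD8 signals after 1% paraformaldehyde fixation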
# NTR1 ag – NTR1-driven beta-arrestin-GFP spot formation – imaging, U2OS cells, high content, primary screen (AID 493036); P30989; agonist mode; activation, % at 20 µM; 0.17% of 330,000 active;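 active = activation at or above 40% of the spot to cytoplasm intensity ratio, with at least 20 cells analyzed; inconclusive = wells under 20 cells, flagged as cytotoxic or low count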;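 also: 0% = DMSO without peptide and 100% = 100 nM NTR1 peptide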
# Target sequence (P30989 whole entry, looked up): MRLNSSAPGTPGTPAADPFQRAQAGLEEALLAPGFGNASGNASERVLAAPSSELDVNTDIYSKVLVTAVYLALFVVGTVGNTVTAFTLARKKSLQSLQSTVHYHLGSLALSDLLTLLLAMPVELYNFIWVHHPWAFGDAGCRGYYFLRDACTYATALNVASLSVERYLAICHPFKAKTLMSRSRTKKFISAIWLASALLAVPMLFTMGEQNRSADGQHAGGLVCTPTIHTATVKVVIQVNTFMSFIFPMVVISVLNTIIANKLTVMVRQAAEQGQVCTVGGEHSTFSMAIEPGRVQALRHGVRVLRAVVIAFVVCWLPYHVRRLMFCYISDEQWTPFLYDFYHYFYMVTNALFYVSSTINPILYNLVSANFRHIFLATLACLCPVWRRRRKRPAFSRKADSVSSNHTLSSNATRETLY
# T cell modulator vesicle-bound % – second read-out of T cell modulator, no call of its own (marks repeat the call); double positive events, %; measured here: CD8+ vesicle-bound cell fraction;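 binding gate set so that unloaded-vesicle control wells show 10% double positive cells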
# NTR1 ag cell count 20 µM – recorded beside NTR1 ag, whose call it bears; cell count; measured here: cell count, cytotoxicity flag
# * = called active by the depositor; i = inactive; ? = inconclusive; / = no result given; [ ] = remark or other dose.
SMILES,Salmonella PhoP GFP,GPR55 activation,GPR35 arrestin U2OS,GPR55 antagonists,KOR beta-arrestin-1,KOR beta-arrestin-2,West Nile virus CPE,T cell modulator,T cell modulator vesicle-bound %,NTR1 ag,NTR1 ag cell count 20 µM
O=C(O)/C=C/c1cn(-c2ccccc2)nc1-c1cc2ccccc2o1,-5%,-0.6%,-3%,-3%,-6%,6.0%,1.0%,i,37,2.9,62
CC(Oc1ccc(Cl)cc1Cl)C(=O)NNC(=O)C(=O)N1CCCCC1 (stereo unspecified),-7%,0.2%,16%,-4%,10%,1.1%,0.0%,i,8,2.0,65
Cc1nn(-c2ccccc2)c(Cl)c1/C=N/NC(=O)c1nn(C)cc1[N+](=O)[O-],5%,-0.1%,-19%,-5%,5%,-3.2%,3.0%,i,37,-0.1,79
O=C1NC(=O)/C(=C\c2ccc(OCc3cccc([N+](=O)[O-])c3)cc2)N1,-5%,0.2%,-16%,-2%,-67%,-0.3%,-0.8%,i,41,3.1,58
CCOC(=O)CSc1nnc(Cn2nnc(-c3ccccc3)n2)n1CC,-5%,-0.1%,-2%,16%,36%,-3.1%,0.1%,i,11,1.1,41
COc1ccccc1C(=O)NC(=S)NC12CC3CC(CC(C3)C1)C2,0%,-0.2%,4%,0%,-4%,6.2%,?,i,37,2.0,54
CCOC(=O)C1=C(COC(=O)/C=C/c2ccc(Cl)cc2)NC(=O)NC1C (stereo unspecified),1%,-0.1%,-14%,20%,-16%,-2.2%,-0.3%,i,59,-0.7,80
CCCCCCc1cc2cc(S(=O)(=O)c3ccc(C)cc3)c(=O)oc2cc1O,3%,1.3%,-4%,4%,-37%,1.0%,0.5%,i,46,0.7,75
COC(=O)c1cc(NC(=O)c2cccc([N+](=O)[O-])c2C)ccc1Cl,-7%,-0.1%,3%,5%,-27%[20 µM],-2.6%,0.0%,i,60,0.4,53
COCCNC(=O)CSc1nc2scc(-c3ccccc3)c2c(=O)[nH]1,/,-0.1%,19%,12%,6%,1.9%,-0.1%,i,10,0.2,61
O=C(CCc1ccccc1)Nc1ccccc1F,-4%,-0.1%,-1%,12%,-3%,-1.7%,0.1%,i,23,1.3,47
O=C(NCCc1ccccc1)C1CCN(S(=O)(=O)N2CCC3(CC2)OCCO3)CC1,2%,0.5%,3%,10%,36%,-4.2%,-0.5%,i,21,-0.2,52
COc1ccc(Nc2nc(C)cc(C)c2C(N)=O)cc1,0%,1.0%,17%,4%,21%,-6.8%,0.6%,i,38,0.9,51
Cc1ccc(-c2nn3nnnc3c3ccccc23)cc1C,-2%,-0.1%,10%,-4%,-40%,-1.1%,0.2%,i,20,0.7,87
CN(Cc1cccc(F)c1)C(=O)c1cc(=O)[nH]c2ccccc12,-1%,0.3%,0%,3%,-67%,2.6%,-0.2%,i,12,4.2,32
COc1ccc(NC(=O)CN2CCN(C(=O)c3ccco3)CC2)c(OC)c1,-2%,-0.2%,13%,25%,18%,0.5%,0.1%,i,17,-1.9,79
COc1cc2c(cc1OC)CN(C(=O)c1ccc3nc[nH]c3c1)CC2,-5%,0.6%,-1%,-10%,-62%,-0.7%,-0.3%,i,43,0.8,87
CC(c1cccs1)N(C)Cc1nc(CCc2ccccc2)no1 (stereo unspecified),9%,0.6%,-8%,-9%,-5%,-3.4%,0.0%,i,61,-1.2,84
COc1ccc(C(=O)OCC(=O)Nc2cc(S(=O)(=O)N3CCOCC3)ccc2N2CCCC2)cc1,7%,-0.5%,-12%,3%,27%,-2.3%,1.6%,i,39,-0.3,20
COc1ccc(N=C2NC(=O)C(CC(=O)NCCc3ccc(OC)c(OC)c3)S2)cc1 (stereo unspecified),-6%,-0.5%,-12%,6%,0%,-0.5%,0.1%,i,25,-1.7,79
COc1ccc(CCNC(=S)Nc2cccc(C)c2C)cc1,-11%,-0.4%,3%,-3%,-4%,2.3%,-0.5%,i,21,2.1,56
OCCn1c(-c2ccccc2)csc1=Nc1ccccc1,8%,0.0%,2%,16%,-18%,1.6%,-0.7%,i,45,5.1,36
CNC(=O)CSc1nnc(-c2cccc(S(=O)(=O)N3CCOCC3)c2)n1-c1ccc(F)cc1,1%,-0.2%,0%,15%,15%,-2.2%,-0.5%,i,42,-0.6,78
CCOc1ccccc1C(=O)N1CCN(C(c2ccccc2)c2ccccc2)CC1,-5%,0.2%,8%,13%,14%,-3.3%,-0.8%,i,16,1.7,49
Cn1c(CSCc2ccccc2Cl)nnc1SCC(=O)Nc1nccs1,-6%,-0.2%,5%,-11%,-39%,0.5%,0.4%,i,24,0.1,45
O=C(N/N=C/c1ccc2nccnc2c1)c1ccccc1O,23%,-0.1%,4%,-3%,14%,1.9%,0.3%,i,41,0.7,64
CCN(CC)C(=O)CN(c1cccc([N+](=O)[O-])c1)S(=O)(=O)c1ccccc1,5%,-0.1%,6%,-14%,0%,-3.0%,0.6%,i,66,-0.9,35
CCN(CCO)C(=O)CC(c1ccccc1)c1cc(Br)ccc1O (stereo unspecified),-3%,-0.5%,9%,-4%,-11%,-3.0%,0.4%,i,43,0.1,63
CN=C(Nc1cccc(Cl)c1)SC1CC(=O)N(c2ccc(OC)cc2)C1=O (stereo unspecified),-4%,0.3%,1%,8%,-18%,-2.1%,-0.9%,i,48,3.9,82
Cc1cccc(CSc2nnnn2-c2ccccc2)c1,6%,-0.2%,7%,-3%,13%,-5.4%,-0.2%,i,41,0.7,43
COc1ccc(-c2cc(C(=O)NCc3ccco3)c3ccccc3n2)c(OC)c1,-1%,-0.1%,-10%,4%,0%,-0.2%,-0.9%,i,3,1.3,70
CC(NS(=O)(=O)c1ccccc1Cl)C1CC2CCC1C2 (stereo unspecified),5%,-0.1%,-2%,-4%,20%,-1.9%,-1.5%,i,34,1.9,48
O=C(NC1CC1)C1CCN(C2CCN(C(=O)Cc3ccc4c(c3)OCO4)CC2)CC1,-7%,0.2%,-3%,0%,-15%[20 µM],/,-0.1%,i,29,-1.1,33
Cc1sc2nc(SCC(=O)N(C)C)[nH]c(=O)c2c1C,-4%,-0.1%,3%,12%,0%,-1.9%,0.3%,i,32,0.8,40
O=C(NCC(O)c1ccccc1)c1ccc(Cl)c(S(=O)(=O)N2CCCCC2)c1 (stereo unspecified),5%,-0.1%,7%,4%,0%,3.6%,-0.9%,i,54,1.1,62
Cc1ccc(-c2nc(CS(=O)CC(=O)NC3CCCC(C)C3C)c(C)o2)cc1 (stereo unspecified),-13%,-0.2%,13%,-8%,-10%,6.9%,-0.2%,i,30,-1.3,61
COc1ccc(C2=NN(C(=O)CCC(=O)O)C(c3ccc([N+](=O)[O-])cc3)C2)cc1 (stereo unspecified),3%,-0.2%,1%,-13%,-2%,3.4%,-0.5%,i,60,0.4,69
CC(C)CC(=O)NC(=S)Nc1ccc(S(=O)(=O)N2CCCC2)cc1,-7%,-0.1%,-21%,0%,15%,-5.0%,0.3%,i,41,1.4,90
CCOC(=O)c1sc(NC(=O)/C=C/c2cnn(C)c2C)c(C(=O)OCC)c1C,8%,0.0%,6%,4%,14%,-3.1%,/,i,8,3.0,55
O=C(CSc1nc(NS(=O)(=O)c2ccccc2)cc(=O)[nH]1)Nc1ccc(F)cc1,-8%,-0.3%,6%,-2%,10%,-0.6%,0.4%,i,49,-1.1,81
CCC(C)Sc1nc2c(c(=O)[nH]c(=O)n2C)n1CCc1ccccc1 (stereo unspecified),0%,-0.2%,-6%,-5%,-19%,-1.3%,-0.1%,i,22,6.7,42
CCC(C(=O)OCC(=O)Nc1ccc(C(=O)Nc2ccc(OC)cc2)cc1)c1ccccc1 (stereo unspecified),-2%,0.1%,13%,-9%,21%,-1.7%,-0.6%,i,57,4.8,77
Cc1nc(NC(=O)/C=C/c2ccc(F)cc2)sc1C(=O)N(C)C,-4%,1.2%,0%,-4%,/,-0.2%,-0.6%,i,22,2.3,68
Cc1ccc(NC(=S)/C(=C(\[O-])c2ccc(Cl)s2)[n+]2cccc(CO)c2)cc1C,-1%,-0.5%,0%,6%,-34%,12%,-0.1%,i,62,2.6,76
COc1ccc(-n2c(SCc3ccc([N+](=O)[O-])cc3)nnc2-c2ccc(C)cc2)cc1,28%,0.1%,14%,40%,20%,0.9%,-1.1%,i,45,2.7,56
Cc1cc2cc(CNC(=O)COc3ccccc3)ccc2n1C,-4%,-0.3%,-3%,7%,21%,1.3%,-0.7%,i,6,-0.4,67
OCCCn1c(C2CCCN2c2nc(-c3ccc(F)cc3)cs2)nc2cc(Cl)c(Cl)cc21 (stereo unspecified),-3%,/,/,/,/,/,0.2%,i,28,1.9,89
CCO/C=C1\C(=O)N(CC)c2ccccc21,-4%,-0.5%,8%,3%,-24%,-3.7%,-0.1%,i,12,-0.1,94
CCOC(=O)/C(=N\Nc1ccc(OC)cc1)c1csc(Nc2ccccc2)n1,-3%,-0.1%,17%,3%,8%,-4.4%,0.8%,i,16,29,52
C[C@H](Nc1ccc(C(F)(F)F)cc1[N+](=O)[O-])C(=O)O,-1%,-0.2%,12%,8%,15%,-1.5%,0.3%,i,28,3.0,75
CC(=O)N1CCN(c2nc(-c3cccs3)nc3ccccc23)CC1,0%,-0.5%,3%,0%,-12%,-8.1%,0.9%,i,31,3.5,48
CCOC(=O)c1c(C)oc2cc(Br)c(OC(=O)N3CCOCC3)cc12,13%,-0.1%,2%,8%,34%,/,-0.5%,i,42,7.1,40
COc1ccc(N2CCN(c3c(S(=O)(=O)c4ccccc4)cnc4ccc(OC)cc34)CC2)cc1,3%,-0.3%,14%,4%,-31%,-4.0%,-0.1%,i,42,1.7,39

# Record cards, as listed above. Values in the order: Salmonella PhoP GFP | GPR55 activation | GPR35 arrestin U2OS | GPR55 antagonists | KOR beta-arrestin-1 | KOR beta-arrestin-2 | West Nile virus CPE | T cell modulator | T cell modulator vesicle-bound % | NTR1 ag | NTR1 ag cell count 20 µM
# CCC(C(=O)OCC(=O)Nc1ccc(C(=O)Nc2ccc(OC)cc2)cc1)c1ccccc1 (stereo unspecified) reads -2% | 0.1% | 13% | -9% | 21% | -1.7% | -0.6% | i | 57 | 4.8 | 77
# OCCCn1c(C2CCCN2c2nc(-c3ccc(F)cc3)cs2)nc2cc(Cl)c(Cl)cc21 (stereo unspecified) reads -3% | / | / | / | / | / | 0.2% | i | 28 | 1.9 | 89

# Screening data deposited in PubChem BioAssay by several laboratories.
